Screens from PubChem BioAssay.
All columns: NCI-60 one-dose screen, growth in % after 48 h at 10 µM unless noted; 100 = growth as untreated, 0 = no growth, -100 = all killed.
UACC-62: UACC-62 melanoma; hit rate 5.4% among 81,000; AID 1794756
M14: M14 melanoma; hit rate 6.2% among 80,000
MDA-MB-435: MDA-MB-435 melanoma; hit rate 7.8% among 82,000
SK-MEL-28: SK-MEL-28 melanoma; hit rate 4.1% among 81,000
UACC-257: UACC-257 melanoma | AID 1794764 | hit rate 4.4% among 78,000
A549/ATCC: A549/ATCC NSCLC; hit rate 3.7% among 81,000
SK-MEL-5: SK-MEL-5 melanoma; hit rate 6.4% among 80,000; AID 1794755
SK-MEL-2: SK-MEL-2 melanoma. hit rate 4.7% among 77,000. AID 1794763
An asterisk follows results filed as active; x = not tested or not shown; & = joins results of further samples. How the source made its calls: active means growth percent below 10; inactive means the rest.

#1 Oc1ccc(C(c2ccc(O)cc2)C(Cl)(Cl)Cl)cc1
#2 CC1(C)CC[C@]23CC[C@]4(C)[C@H](CC[C@@H]5[C@@]6(C)CC[C@H](N)C(C)(C)[C@@H]6CC[C@]54C)[C@H]2[C@H]1OC3=O
#3 CC(C)OC(=O)Nc1ccc(-c2ccc(NC(=O)OC(C)C)cc2Cl)c(Cl)c1
#4 CN(CC(O)CN(C)C1CCCCC1)C1CCCCC1
#5 Nc1nc(N)c(N=Nc2c(Br)cc(S(N)(=O)=O)cc2Br)c(N)n1
#6 CN1C(=O)CSCC1=O

screen / no.	1	2	3	4	5	6
UACC-62	80	-96*	61	110	92	100
M14	105	-78*	91	94	88	100
MDA-MB-435	104	-96*	98	101	48	104
SK-MEL-28	113	-100*	109	100	99	117
UACC-257	119	-91*	53	97	99	95
A549/ATCC	89	-89*	82	99	97	98
SK-MEL-5	100	-100*	98	92	98	102
SK-MEL-2	x	-77*	87	96	95	104

Three compounds from above, sorted by formula weight, smallest number first:
#6 CN1C(=O)CSCC1=O
#2 CC1(C)CC[C@]23CC[C@]4(C)[C@H](CC[C@@H]5[C@@]6(C)CC[C@H](N)C(C)(C)[C@@H]6CC[C@]54C)[C@H]2[C@H]1OC3=O
#5 Nc1nc(N)c(N=Nc2c(Br)cc(S(N)(=O)=O)cc2Br)c(N)n1

screen / no.	6	2	5
UACC-62	100	-96*	92
M14	100	-78*	88
MDA-MB-435	104	-96*	48
SK-MEL-28	117	-100*	99
UACC-257	95	-91*	99
A549/ATCC	98	-89*	97
SK-MEL-5	102	-100*	98
SK-MEL-2	104	-77*	95

Complete entries, looked up by structure:
`CN1C(=O)CSCC1=O` as listed: UACC-62 = 100; M14 = 100; MDA-MB-435 = 104; SK-MEL-28 = 117; UACC-257 = 95; A549/ATCC = 98; SK-MEL-5 = 102; SK-MEL-2 = 104
`Oc1ccc(C(c2ccc(O)cc2)C(Cl)(Cl)Cl)cc1` as listed: UACC-62 = 80; M14 = 105; MDA-MB-435 = 104; SK-MEL-28 = 113; UACC-257 = 119; A549/ATCC = 89; SK-MEL-5 = 100; SK-MEL-2 = x

The list continues:
#7 C[C@H](CCC[C@H](C)OS(=O)(=O)c1ccccc1)OS(=O)(=O)c1ccccc1
#8 COC(=O)C1=C(C)NC(C)=C(C(=O)OC(C)(C)C)C1c1cccc(C#N)c1 (stereo not given)
#9 COc1ccc(C2CC(=O)Nc3cc4c(cc32)OCO4)cc1 (stereo not given)
#10 CCN(CC)CCCNc1cccc2c(OC)ccnc12
#11 O=C(NNc1nc2cc(F)ccc2n2c(CN3CC4CNCC4C3)ccc12)c1ccncn1 (stereo not given)
#12 Cc1nc2ccccc2n1C(=O)C[C@@H]1NC(=S)NC1=O

screen / no.	7	8	9	10	11	12
UACC-62	90	94	87	103	-13*	97
M14	106	107	110	95	-16*	89
MDA-MB-435	108	103	103	111	32	98
SK-MEL-28	118	113	112	122	23	99
UACC-257	107	105	x	107	12	87
A549/ATCC	117	101	70	108	18	93
SK-MEL-5	114	98	96	114	x	100
SK-MEL-2	99	109	96	130	43	113

#13 COC1=CC(c2ccc[nH]2)=N/C1=C\c1[nH]c(C)c(C(=O)OCc2ccccc2)c1C
#14 Nc1nccc2c1ccn2-c1cccc(NC(=O)c2cccc(C(F)(F)F)c2)c1
#15 CCCc1cc(NC)nc(S(=O)CC)n1 (stereo not given)
#16 Cc1c(C(=O)O)nnn1-c1ncc(Cc2ccccc2)s1
#17 Nc1n[nH]c2cccc(C#Cc3cccc(NC(=O)c4cc(N5CCOCC5)cc(C(F)(F)F)c4)c3)c12
#18 Cc1cc(NN=C(c2ccc(O)cc2)c2ccc(O)cc2)c([N+](=O)[O-])cc1[N+](=O)[O-]

screen / no.	13	14	15	16	17	18
UACC-62	-53*	109	92	95	14	69
M14	-74*	100	96	x	19	37
MDA-MB-435	-70*	89	100	99	46	47
SK-MEL-28	-59*	108	98	108	25	62
UACC-257	-58*	113	104	84	45	43
A549/ATCC	-27*	95	109	86	70	12
SK-MEL-5	-100*	96	104	99	56	46
SK-MEL-2	-63*	133	103	95	0.4*	0.6*

#19 Cc1cccc(/C=C2\N=C(c3ccccc3)N(c3ccc(S(N)(=O)=O)cc3)C2=O)c1
#20 O=S1(=O)CCN(CCCCc2ccccc2)CC1
#21 COC(=O)c1nc(-c2ccccc2)oc1SCc1ccccc1
#22 CCCCCCOC(=O)N1CCCCC1C (stereo not given)
#23 CCN(c1ccc(Cl)cc1)c1nc(-c2ccc([N+](=O)[O-])cc2)cs1
#24 CC(=O)c1cc2c(cc1C)C(C)(C)CCC2C (stereo not given)

screen / no.	19	20	21	22	23	24
UACC-62	93	94	74	105	80	107
M14	107	90	86	109	100	98
MDA-MB-435	92	90	101	107	103	104
SK-MEL-28	101	107	106	105	105	111
UACC-257	94	107	101	94	104	109
A549/ATCC	76	104	93	104	98	95
SK-MEL-5	89	98	98	108	100	104
SK-MEL-2	102	111	95	108	101	104

#25 CC(=O)O[C@H]1CC[C@]2(C)[C@H]3CC[C@]4(C)[C@@H](C(C)=O)CC[C@H]4[C@@H]3C[C@@H]3O[C@@]32C1
#26 O=C(Nc1nc(-c2ccc(Cl)cc2)cc(-c2ccc(Br)cc2)n1)c1cccnc1
#27 COc1ccc(NC(=O)C(c2ccccc2)c2ccccc2)cc1
#28 CCOC(=O)C1(C#N)Cc2ccccc2C1
#29 O=C(Nc1ccc(Cl)c(Cl)c1)Nc1ncccc1OCc1ccc(F)cc1
#30 Cc1nnc(/N=C2\NC(=O)CS2)s1

screen / no.	25	26	27	28	29	30
UACC-62	97	72	94	102	80	108
M14	111	89	97	107	97	104
MDA-MB-435	109	97	95	97	94	100
SK-MEL-28	112	99	116	104	106	102
UACC-257	101	122	111	101	105	91
A549/ATCC	106	92	109	96	91	77
SK-MEL-5	101	90	x	106	103	104
SK-MEL-2	115	100	x	x	85	101

#31 O=C(O)c1ccc(C(F)(F)F)cc1
#32 COc1ccc(-c2nc3cc(C)ccc3n2CC(=O)N=Nc2c(O)[nH]c3ccc(Cl)cc23)cc1
#33 CC(=O)/C(N=Nc1ccc2oc(=O)ccc2c1)=C(\C)O
#34 CS(=O)(=O)c1ccc(-c2nn(-c3ccc(F)cc3)cc2/C=C/C(=O)c2ccc(O)cc2)cc1
#35 Nc1c(N)c2ccccc2c2ccccc12
#36 O=c1[nH]c2ccc(Oc3ncccn3)cc2c(=O)n1Cc1cccc(NC(=S)Nc2cccc(Cl)c2)c1

screen / no.	31	32	33	34	35	36
UACC-62	99	-52*	34	88	95	87
M14	95	-45*	36	x	113	95
MDA-MB-435	108	-7.3*	33	101	107	97
SK-MEL-28	131	-68*	47	99	110	99
UACC-257	103	-31*	38	103	106	88
A549/ATCC	101	-62*	24	103	105	88
SK-MEL-5	107	-36*	9.0*	97	107	98
SK-MEL-2	103	48	0.3*	102	106	91

#37 CCN(CC)CCC(CNc1c2ccc([N+](=O)[O-])cc2nc2cc(OC)c(OC)cc12)c1ccccc1 (stereo not given)
#38 CCOC(=O)c1c(NCC(=O)Nc2cccc(Cl)c2)sc(C(C)=O)c1C
#39 Cc1ccc(-n2cc(COC(=O)/C=C/c3cn(-c4ccccc4)nc3-c3ccccc3)nn2)cc1
#40 O=C(N=c1n(-c2ccc(Cl)cc2)nc2n1CCN2C1=NCCN1)c1ccc(Cl)cc1
#41 Cc1cc(-c2ccc(N=Nc3ccc4c(S(=O)(=O)O)cc(S(=O)(=O)O)c(N)c4c3O)c(C)c2)ccc1N=Nc1ccc2c(S(=O)(=O)O)cc(S(=O)(=O)O)c(N)c2c1O
#42 O=C(O)C(F)(F)F

screen / no.	37	38	39	40	41	42
UACC-62	-100*	103	83	111	77	102&97
M14	-97*	101	116	106	118	105&96
MDA-MB-435	-97*	98	94	87	98	98&114
SK-MEL-28	-85*	114	106	99	120	111&125
UACC-257	-97*	102	121	98	105	101&88
A549/ATCC	-94*	103	101	77	93	103&98
SK-MEL-5	-100*	99	96	90	94	99&100
SK-MEL-2	-78*	111	101	103	112	108&92

#43 CCCC1(CO)NC(=O)NC1=O (stereo not given)
#44 CN(C)C(=O)c1cc(-c2ccc3ncnc(N4CCc5cc(F)c(Cl)cc54)c3c2)cnc1N
#45 CC1(C)CCCC2=C1C(=O)N(SC(Cl)(Cl)Cl)C2=O
#46 CC(C)N(CCC#N)C(N)=O
#47 O=C(CBr)c1ccc(O)c(C(=O)O)c1
#48 Nc1ccc2c(c1)C(O)c1cccc(C(=O)O)c1-2 (stereo not given)

screen / no.	43	44	45	46	47	48
UACC-62	113	-84*	96	108	114	94
M14	104	-37*	94	97	105	102
MDA-MB-435	102	-58*	92	99	102	95
SK-MEL-28	103	0.0*	99	99	107	103
UACC-257	101	4.1*	97	99	102	99
A549/ATCC	97	-67*	93	98	114	97
SK-MEL-5	104	-99*	98	101	105	95
SK-MEL-2	99	-86*	x	117	108	100

#49 O=C1NC(CCO)C(=O)NC1CCO (stereo not given)
#50 COc1cc(-c2ccc(NC(=O)c3cc4ccccc4cc3O)c(OC)c2)ccc1NC(=O)c1cc2ccccc2cc1O
#51 OCCCc1ccco1
#52 CC(=O)Nc1ccc2c(c1)/C(=C\C=C/c1ccc([N+](C)(C)C)cc1)c1ccccc1-2
#53 Cn1c2ccc(Br)cc2c2nnc(Sc3no[n+]([O-])c3-c3ccccc3)nc21
#54 O=C1OCC2=C1C(c1cccc(Cl)c1)c1cc3c(cc1N2CCO)OCO3 (stereo not given)

screen / no.	49	50	51	52	53	54
UACC-62	89	90	98	100	84	22
M14	105	100	105	71	94	11
MDA-MB-435	106	105	112	96	97	-46*
SK-MEL-28	114	105	114	66	92	51
UACC-257	111	104	95	x	91	61
A549/ATCC	101	86	x	43	97	28
SK-MEL-5	108	99	103	36	85	19
SK-MEL-2	104	95	120	81	84	x

Four neighbouring entries out of the list so far:
#51 OCCCc1ccco1
#52 CC(=O)Nc1ccc2c(c1)/C(=C\C=C/c1ccc([N+](C)(C)C)cc1)c1ccccc1-2
#53 Cn1c2ccc(Br)cc2c2nnc(Sc3no[n+]([O-])c3-c3ccccc3)nc21
#54 O=C1OCC2=C1C(c1cccc(Cl)c1)c1cc3c(cc1N2CCO)OCO3 (stereo not given)

screen / no.	51	52	53	54
UACC-62	98	100	84	22
M14	105	71	94	11
MDA-MB-435	112	96	97	-46*
SK-MEL-28	114	66	92	51
UACC-257	95	x	91	61
A549/ATCC	x	43	97	28
SK-MEL-5	103	36	85	19
SK-MEL-2	120	81	84	x

Following part.
#55 CC(C)(C)c1ccc(S(=O)(=O)Oc2ccc(NC(=O)C3CCCCCCC3)cc2)cc1
#56 Cc1cc(NS(=O)(=O)c2ccc(N=C3NC(=O)/C(=C/c4coc5ccccc5c4=O)S3)cc2)no1
#57 C=CCNCCN1C(=O)c2ccc3c4c(ccc(c24)C1=O)C(=O)N(CCNCC=C)C3=O
#58 Nc1nc(-c2ccc3ccccc3c2)nn1-c1nc2ccccc2s1
#59 Nc1ccc(S(=O)(=O)c2ccc(Cl)cc2)cc1
#60 Cc1ccc(C2=NN(c3ccc(S(=O)(=O)NC(=O)NCc4ccccc4)cc3)C(c3ccccc3Cl)C2)c(C)c1 (stereo not given)

screen / no.	55	56	57	58	59	60
UACC-62	76	94	-75*	95	86	92
M14	82	112	-84*	98	96	75
MDA-MB-435	78	103	-85*	103	121	82
SK-MEL-28	97	100	-57*	107	102	74
UACC-257	71	104	-90*	84	x	86
A549/ATCC	81	101	-71*	94	87	52
SK-MEL-5	52	101	-95*	101	95	47
SK-MEL-2	92	102	-46*	105	98	79

#61 CNC(=O)c1cc(N2CCc3c2ccc(NC(=O)Nc2ccc(Cl)c(Cl)c2)c3F)ccn1
#62 CCC(C)OC(=O)c1ccccc1C(=O)O (stereo not given)
#63 COc1ccc(/C=C2\CCC3C(=O)CCCC3(C)C2=O)cc1 (stereo not given)
#64 CC(=O)c1ccc(NC(=O)c2cn(-c3ccccc3)nc2-c2ccncc2)cc1
#65 COc1ccc(C2OC3=C(Nc4ccc(Cl)cc4N3)C2=O)cc1 (stereo not given)
#66 CC(=O)OC1CCCCC1C1CCCCC1 (stereo not given)

screen / no.	61	62	63	64	65	66
UACC-62	70	95	95	105	77	99
M14	88	99	109	113	88	107
MDA-MB-435	82	100	102	105	92	108
SK-MEL-28	85	86	115	116	105	109
UACC-257	93	94	117	107	80	101
A549/ATCC	79	101	103	101	97	98
SK-MEL-5	72	107	96	91	72	110
SK-MEL-2	102	110	100	98	83	105

#67 COc1ccc(NC2=C(C#N)C(=N)N3C(=NN2)Sc2c(C)ccc(C)c23)cc1
#68 Clc1nnc(NC2CCCCC2)c(Cl)c1Cl
#69 c1cc2ccc3cc2cc1CNCCNCCNCc1ccc2ccc(cc2c1)CNCCNCCNC3
#70 CC(C)(C)Cc1cssc1=S
#71 Cc1ccccc1OC(=O)c1ccc(Cl)cc1
#72 O=C(CNc1nc(-c2cccc([N+](=O)[O-])c2)cs1)Nc1cccc([N+](=O)[O-])c1

screen / no.	67	68	69	70	71	72
UACC-62	104	92	95	97	89	-63*
M14	104	106	100	106	93	x
MDA-MB-435	103	120	99	102	93	-16*
SK-MEL-28	114	114	103	102	114	-24*
UACC-257	109	103	99	95	111	-13*
A549/ATCC	101	91	90	98	99	-19*
SK-MEL-5	91	83	99	105	108	-84*
SK-MEL-2	114	38	107	120	130	9.3*

#73 CCc1cc(N)c(S(=O)(=O)O)cc1Cl
#74 O=C(O)CC1C=CCCC1 (stereo not given)
#75 O=c1c2ccccc2n(CC(O)CN2CCCC2)c2cc(Cl)ccc12 (stereo not given)
#76 C=C[C@@]1(C)CC(=O)[C@@H](C(C)(C)c2cn(C)c3ccc(Br)cc23)C[C@@H]1O[Si](C)(C)C(C)(C)C
#77 CC1=CC(C)(C)Nc2ccccc21
#78 CCOC(=O)c1cccnc1Nc1ccc(N=C2C(=O)Nc3ccc(Br)cc32)cc1

screen / no.	73	74	75	76	77	78
UACC-62	109	94	93	94	106	94
M14	103	103	106	92	106	108
MDA-MB-435	110	104	105	101	114	105
SK-MEL-28	108	120	103	100	111	106
UACC-257	113	111	99	103	93	104
A549/ATCC	96	x	97	102	100	99
SK-MEL-5	x	103	88	104	101	99
SK-MEL-2	107	105	104	98	101	99
